Compound activity from PubChem.
VEEV TC-83 Vero: inhibitors of VEEV TC-83 cytopathic effect, confirmation, Vero cells (AID 588727). Vero cells, VEEV TC-83 cytopathic effect inhibition; higher % means a stronger effect. inhibition, % at 20 µM, or IC50 in µM where a hit was titrated. hit rate 0.13% among 350,000; in the data active = a potency from the dose series; inconclusive = inhibition mostly from about 14% at the one dose, without a potency; inactive = the rest, 99 in 100 with inhibition below about 12%; also: strong numbers were not always called active
H37Rv inhibition: M. tuberculosis growth inhibition, HTS (AID 449762) | M. tuberculosis H37Rv growth inhibition, 7H9 media; higher % means a stronger effect | inhibition, % at 25 µM, or IC50 in µM where a hit was titrated | hit rate 0.59% among 330,000; in the data active = a potency from the dose series; inconclusive = inhibition above about 70% without an active follow-up result;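 also: bacterial growth assessed after seven days of incubation; strong numbers were not always called active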
Salmonella PhoP GFP: Inhibition of PhoP regulon, Salmonella typhi GFP reporter cells, confirmation, 4 h (AID 1850) | Salmonella Typhi PhoP-promoter GFP reporter, fluorescence, 4 h; higher % means a stronger effect | inhibition, % at 50 µM, or IC50 in µM where a hit was titrated | hit rate 0.33% among 310,000; in the data active = a potency from the dose series; inconclusive = inhibition mostly from about 25% at the one dose, without a potency; inactive = the rest, 99 in 100 with inhibition below about 19%;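 also: 0% = induced wells with vehicle and 100% = uninduced wells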
tuberculosis growth: growth inhibition of non-replicating M. tuberculosis (AID 488890). Mycobacterium tuberculosis non-replicating, growth inhibition; higher % means a stronger effect. one-dose inhibition, % at 25 µM; IC50 in µM for titrated hits. hit rate 0.39% among 320,000; in the data active = a potency from the dose series; inconclusive = inhibition mostly from about 82% at the one dose, without a potency; inactive = the rest, 99 in 100 with inhibition below about 76%;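 also: plate controls were DMSO cells for no effect and high antibiotic wells for full effect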
influenza NS1A: H1N1 influenza NS1A inhibitors, functional cell based assay (AID 504329). NS1A functional cell-based assay, percent inhibition; higher % means a stronger effect. one-dose inhibition, % at 12.5 µM; IC50 in µM for titrated hits. hit rate 0.3% among 340,000; in the data active = a potency from the dose series; inconclusive = inhibition above about 27% without an active follow-up result; also: strong numbers were not always called active
VEEV TC-83 Vero 10K pilot screen: also measured in VEEV TC-83 Vero; calls as there; inhibition, %; measured here: 10K pilot screen inhibition
Starred values were filed as active, the others as inactive; i = inactive; ? = inconclusive; nt = no result given.

SMILES	VEEV TC-83 Vero	H37Rv inhibition	Salmonella PhoP GFP	tuberculosis growth	influenza NS1A	others
CCOC(=O)NCc1cc(-c2nn(C)c(=O)c3ccccc23)ccc1C	2.7%	7%	10%	3%	-2%
CN(C)C(=O)CSc1n[nH]c(=O)n1CCc1ccccc1	2.8%	-2%	11%	-7%	-9%
CCOC(=O)[C@H]1[C@H]2COc3ccc(OC)cc3[C@@H]2N2C(=O)c3cc(OC)c(OC)cc3NC(=O)[C@@]12C	0.9%	4%	3%	-1%	-2%
N#CCCN(CCC#N)C(=O)C1c2ccccc2Oc2ccccc21	i	5%	-154%	19%	-3%
Cc1ccc(C(=O)CCc2ccc(N)cc2)cc1	i	18%	-7%	31%	-15%
O=c1c2ccccc2cnn1-c1ccc(Cl)nn1	1.0%	-6%	-2%	-24%	0%
CC(C)[C@H](NC(=O)N1CC(=O)Nc2ccccc21)C(=O)N[C@H](Cc1ccccc1)C(=O)O	i	-8%	-7%	-27%	0%
CC(Sc1ccccc1F)C(=O)Nc1cccc(S(=O)(=O)N2CCOCC2)c1 (stereo not drawn)	5.8%	-2%	nt	4%	-10%
OC1CCN(Cc2nc(Cc3ccccc3Cl)no2)CC1	1.1%	0%	-1%	-16%	-5%
O=C(CCC1CCN(C(=O)c2ccccc2Cl)CC1)NCc1ccc(F)cc1	1.1%	4%	-3%	11%	-3%
CCc1ccc(C(C)NC(=S)NC2CCCCC2)cc1 (stereo not drawn)	2.5%	4%	1%	60%	-10%
CC(C)C(c1nnnn1C1CCCC1)N1c2ccccc2CC1C (stereo not drawn)	i	-17%	-8%	28%	-13%
CN(Cc1cnccn1)Cc1cn(Cc2ccccc2)nc1-c1ccc2c(c1)OCO2	0.0%	7%	-2%	16%	0%
CC(OC(=O)c1ccc(S(=O)(=O)NCc2ccco2)cc1)C(=O)Nc1ccccc1 (stereo not drawn)	i	-6%	nt	-8%	2%
COc1cc(SC)ccc1C(=O)Nc1cccc(S(=O)(=O)NC2=NCCC2)c1	8.2%	-2%	nt	25%	-9%
CNc1ncc(Cc2ccccc2)s1	0.1%	2%	-11%	17%	-4%
CC1=NOC(=O)/C1=C\c1ccc(-c2ccc(Cl)cc2Cl)o1	>25µM*	nt	nt	nt	-4%
Cc1ccc(NC(=O)Cn2nnc(C(=O)NCc3ccco3)c2N)cc1	1.6%	2%	-10%	0%	9%
CC1(C)Cc2ccccc2-c2nnc(SCc3ccccc3)n21	1.1%	2%	-10%	4%	-2%
COc1ccc(N=C2SC(C(=O)Nc3ccc(OC)cc3)CC(=O)N2CCN2CCOCC2)cc1 (stereo not drawn)	i	-3%	0%	8%	-5%

6 neighbouring entries from above:
SMILES	VEEV TC-83 Vero	H37Rv inhibition	Salmonella PhoP GFP	tuberculosis growth	influenza NS1A	others
COc1cc(SC)ccc1C(=O)Nc1cccc(S(=O)(=O)NC2=NCCC2)c1	8.2%	-2%	nt	25%	-9%
CNc1ncc(Cc2ccccc2)s1	0.1%	2%	-11%	17%	-4%
CC1=NOC(=O)/C1=C\c1ccc(-c2ccc(Cl)cc2Cl)o1	>25µM*	nt	nt	nt	-4%
Cc1ccc(NC(=O)Cn2nnc(C(=O)NCc3ccco3)c2N)cc1	1.6%	2%	-10%	0%	9%
CC1(C)Cc2ccccc2-c2nnc(SCc3ccccc3)n21	1.1%	2%	-10%	4%	-2%
COc1ccc(N=C2SC(C(=O)Nc3ccc(OC)cc3)CC(=O)N2CCN2CCOCC2)cc1 (stereo not drawn)	i	-3%	0%	8%	-5%

Additional entries
SMILES	VEEV TC-83 Vero	H37Rv inhibition	Salmonella PhoP GFP	tuberculosis growth	influenza NS1A	others
c1ccc(Nc2nc(-c3cccs3)cs2)nc1	5.1%	5%	5%	-7%	8%
COC(=O)/C=c1/s/c(=C(/C#N)C(=O)NCc2ccccc2)n(-c2ccccc2)c1=O	2.1%	6%	-4%	-7%	3%
CC1CCN(C(=O)CSc2nnc3c(n2)[nH]c2ccc(F)cc23)CC1	3.1%	-11%	-1%	-13%	-2%
CN(C)c1cccc(C(=O)NNC(=O)NC2CCCCC2)c1	i	0%	-9%	-6%	-4%
O=C(CSc1nc2ccccc2o1)N1CCOCC1	7.0%	-3%	-4%	3%	-5%
CCC(C)NCC(=O)Nc1cc(S(=O)(=O)N(CC)c2ccccc2)ccc1Cl (stereo not drawn)	6.4%	-2%	3%	32%	-3%
O=C(c1ccc2ccccc2c1)N1CCN(S(=O)(=O)/C=C/c2ccccc2)CC1	1.3%	16%	6%	9%	-10%
O=C(O)C1CC=CCC1C(=O)Nc1ccccc1 (stereo not drawn)	5.1%	-2%	-13%	-8%	4%
O=C(NC1CCCN(Cc2ccc(Cl)cc2)C1)c1cnc2ccccn2c1=O (stereo not drawn)	7.3%	4%	-7%	7%	-2%
CCOC(=O)c1c(NC(=S)NC(=O)c2ccc(Cn3cc(Cl)cn3)o2)sc2c1CCC(C)C2 (stereo not drawn)	?	3%	8%	2%	0%
COC(=O)c1ccccc1NC(=O)Nc1cc(C(C)(C)C)on1	0.1%	-22%	-7%	2%	-9%
O=C(Nc1ccc(C(F)(F)F)cc1)N1CCN(c2ccnc3cc(Cl)ccc23)CC1	6.4%	?	6%	55%	nt
O=C(Nc1ccc2c(c1)C(N1CCOCC1)c1ccccc1-2)C(F)(F)F (stereo not drawn)	0.3%	nt	nt	nt	3%
O=C(CN1C(=O)CSc2ccc(S(=O)(=O)N3CCOCC3)cc21)NCCCN1CCOCC1	0.9%	0%	5%	5%	3%
O=C(Nc1ccccc1)OCc1cn(-c2ccc(Cl)cc2)nn1	3.6%	4%	2%	2%	-5%
O=C(c1ccc2ncsc2c1)N1CCN(c2ccccc2Cl)CC1	2.1%	-2%	9%	25%	5%
Cc1cc(C)c2[nH]c(=O)c(CN(CC3CCCO3)S(=O)(=O)c3ccc4c(c3)OCCO4)cc2c1 (stereo not drawn)	i	-9%	-9%	4%	-2%
CN(C)c1ccc(N=Nc2ccccc2C(=O)OCC(=O)N(C)c2ccccc2)cc1	?	3%	9%	?	21µM*
COc1ccc(-c2cc(C(F)(F)F)n3nc(C(=O)N4CCN5CCCC5C4)cc3n2)cc1OC (stereo not drawn)	4.4%	-3%	4%	32%	2%
Cc1[nH]c2ccccc2c1/C=N/NC(=S)NC(C)C	0.3%	6%	2%	-6%	5%
O=C(/C=C(O)/C=C/c1ccc(O)cc1)/C=C/c1ccc(O)cc1	2.4%	-3%	nt	14%	-8%
Cc1ccc(S(=O)(=O)N2CCOCC2)cc1NC(=O)COC(=O)c1cc(=O)[nH]c2ccccc12	0.9%	4%	-3%	4%	7%
Cc1ccc(Cl)cc1NC(=O)CN1CCN(C(=O)C2CCCO2)CC1 (stereo not drawn)	2.7%	-4%	8%	0%	-5%
O=C(NCCCn1ccnc1)C1CC(c2cccc(Br)c2)=NO1 (stereo not drawn)	0.7%	0%	-1%	-8%	-7%
COC(=O)CCN(Cc1ccccc1)S(=O)(=O)c1ccccc1Br	i	nt	nt	nt	-20%
N#CC(C(=O)Nc1ccccc1)=C1CCCCC1	1.0%	-3%	2%	-9%	-2%
CSc1sc(C(=O)NN)c2c1C(O)CCC2 (stereo not drawn)	i	2%	-3%	0%	0%	VEEV TC-83 Vero 10K pilot screen=0.9
Nc1nnc(/C=C/c2ccccc2)s1	1.3%	65%	-3%	-5%	-15%
O=C(CSc1nc(=O)n(CCCN2CCOCC2)c2c1CCCC2)Nc1ccc(Cl)cc1	7.8%	0%	6%	9%	-3%
CCOC(=O)C1CCCN(S(=O)(=O)CCNC(=O)c2ccccc2)C1 (stereo not drawn)	i	-1%	8%	-3%	7%
Clc1ccc(OCCN2CCCCC2)cc1Cl	0.3%	1%	15%	2%	-1%
CC(=O)Nc1cccc(OCCCNC(=O)C2CCC2)c1	0.4%	8%	3%	-5%	-19%
CCCCN(Cc1cc2cc(OC)ccc2[nH]c1=O)S(=O)(=O)c1ccc(C)cc1	?	-2%	-15%	49%	1%
CC(NS(=O)(=O)c1ccc2c(c1)c(=O)n(C)c(=O)n2C)C(=O)NC1CCCCC1 (stereo not drawn)	1.5%	-1%	3%	11%	11%
O=C(O)c1nonc1-c1nonc1C(=O)O	0.9%	10%	4%	-16%	-1%
O=C(Nc1csnn1)OCc1ccccc1	2.9%	nt	nt	nt	-23%
CCCc1ccc(OCc2ccccc2)c2c(=O)cc(C(=O)OCC)oc12	0.6%	91%	1%	?	-5%
Cc1coc2c(C)c3oc(=O)c(CC(=O)N[C@@H](CC(C)C)C(=O)O)c(C)c3cc12	1.0%	-7%	1%	20%	-7%
O=C(c1ccc(Cl)cc1)C1CCN(C(=O)c2ccc(F)cc2)CC1	i	4%	0%	18%	-17%
CCN(C(=O)c1ccc(NC(=O)Cc2ccccc2)cc1)c1ccccc1	4.3%	-3%	-5%	15%	-15%
COc1ccc(OC)c2sc(NNC(=O)COc3ccccc3)nc12	1.0%	2%	-6%	-15%	-12%
COc1ccc(OC)c(S(=O)(=O)N2CCC(C(=O)NC3CCCC3)CC2)c1	2.1%	-16%	3%	-11%	4%
CCOc1ccc2ncc(S(=O)(=O)c3ccc(C)cc3)c(N3CCC4(CC3)OCCO4)c2c1	5.0%	?	-7%	61%	2%
CSc1ccc(S(=O)(=O)N2CCC(C(=O)NCc3cccnc3)CC2)cc1	1.9%	2%	-2%	-5%	4%
O=C(c1cc(COc2ccc(F)cc2Cl)on1)N1CCC(c2ccncc2)CC1	i	?	4%	67%	0%
O=C(Cc1csc(NC(=O)Nc2ccc(Cl)cc2)n1)NCc1ccccn1	6.0%	?	3%	?	-7%
O=C(NCc1ccc(Cl)cc1)c1cc2c(s1)CS(=O)(=O)C2	i	9%	-31%	-1%	4%
CCOc1ccc(C(C(=O)NC(C)(C)C)N(CCOC)C(=O)CCC(=O)Nc2ccccn2)cc1 (stereo not drawn)	0.4%	-9%	2%	4%	-10%
O=S(=O)(c1ccc(-c2csc(Nc3ccc(Br)cc3)n2)cc1)N1CCCC1	3.2%	2%	-6%	-7%	-1%
CCn1c(SC(C)C(=O)Nc2nnc(C)s2)nnc1-c1ccco1 (stereo not drawn)	i	-1%	-8%	0%	7%
COc1ccc(/C=C/C(=O)Oc2ccc(C=O)cc2OC)cc1	i	8%	-5%	70%	1%
O=C1CSC(c2c(F)cccc2Cl)N1c1cccc(F)c1 (stereo not drawn)	i	1%	11%	17%	6%
COc1cc2[nH]c(=S)nc(NCCCOC(C)C)c2cc1OC	7.9%	5%	-7%	7%	11%
CCOC(=O)NC(=O)/C(C#N)=N\Nc1cccc(Cl)c1	3.2%	-7%	11%	40%	22%
NC(=O)c1cc(S(=O)(=O)Nc2cccc(Cl)c2)cs1	0.3%	2%	4%	-2%	-10%
Cc1nc(C)c(C(=O)OCC(=O)Nc2cccc(C)c2C)s1	3.0%	-5%	nt	0%	-2%
CCN(CC(=O)Nc1c(F)cccc1F)C(=O)c1ccc2c(=O)n3c(nc2c1)CCC3	2.0%	nt	nt	nt	-8%
N#Cc1ccc(Oc2cnccn2)cc1	i	2%	-9%	-4%	-17%
COCc1cc(C)nc2sc(C(=O)N3CCN(c4ccccc4)CC3)c(N)c12	2.3%	-5%	-13%	18%	-21%
COc1ccccc1-n1c(O)c(/C=N/NC(=S)Nc2ccccc2)c(=O)[nH]c1=S	0.6%	-7%	0%	0%	nt

3 entries drawn at random from those above:
SMILES	VEEV TC-83 Vero	H37Rv inhibition	Salmonella PhoP GFP	tuberculosis growth	influenza NS1A	others
COc1ccc(OC)c2sc(NNC(=O)COc3ccccc3)nc12	1.0%	2%	-6%	-15%	-12%
O=C1CSC(c2c(F)cccc2Cl)N1c1cccc(F)c1 (stereo not drawn)	i	1%	11%	17%	6%
O=S(=O)(c1ccc(-c2csc(Nc3ccc(Br)cc3)n2)cc1)N1CCCC1	3.2%	2%	-6%	-7%	-1%

New compounds follow
SMILES	VEEV TC-83 Vero	H37Rv inhibition	Salmonella PhoP GFP	tuberculosis growth	influenza NS1A	others
Cc1occc(=O)c1OCc1ccccc1	1.2%	3%	2%	-4%	3%
Nc1nn(S(=O)(=O)c2cccc3nsnc23)cc1-c1ccc(Br)cc1	3.3%	3%	3%	35%	0%
COCC(C)n1c(SCc2cc(=O)n3cc(C)ccc3n2)nc2ccccc2c1=O (stereo not drawn)	26%	0%	-2%	2%	-3%
Cc1ccc(S(=O)(=O)N2CCN(C(=O)CC(C)n3cncn3)CC2)cc1C (stereo not drawn)	0.6%	-5%	-12%	2%	9%
O=c1oc2ccccc2c(Nc2ccc(Cl)cc2)c1[N+](=O)[O-]	i	2%	-10%	25%	1%
Cn1c(CCCNC(=O)c2ccccc2)nc2ccccc21	1.9%	1%	2%	3%	15%
